NCI-60 one-dose screen, 48 h, at 10 µM unless noted. Numbers give growth in % (100 = growth as untreated, 0 = no growth, -100 = all killed).
HCC-2998 = HCC-2998 colon cancer | AID 1794799 | hit rate 4.7% among 79,000
TK-10 = TK-10 renal cancer cells. hit rate 3.9% among 81,000
SN12C = SN12C renal cancer cells; AID 1794767; hit rate 3.8% among 81,000
HCT-15 = HCT-15 colon cancer; hit rate 5.2% among 82,000
SW-620 = SW-620 colon cancer. hit rate 5.2% among 82,000. AID 1794795
HT29 = HT29 colon cancer; hit rate 7.4% among 81,000
UO-31 = UO-31 renal cancer; AID 1794768; hit rate 5.2% among 81,000
786-0 = 786-0 renal cancer cells; AID 1794775; hit rate 5.1% among 81,000
HCT-116 = HCT-116 colon cancer | hit rate 7.3% among 82,000
* marks the source's active call; other numbers are inactive results; nt = not tested or not shown; & = joins results of further samples; [ ] = another dose, or the depositor's remark. The calls were made as follows: active = growth percent below 10; inactive = the rest. Random draw from the library (roughly 12% active in at least one column).

SMILES	HCC-2998	TK-10	SN12C	HCT-15	SW-620	HT29	UO-31	786-0	HCT-116
C=C(C)[C@@H]1CC[C@]2(C)[C@H](CC=C3[C@@H]4C[C@](C)(C(=O)N5CCN(C)CC5)CC[C@]4(C)CC[C@]32C)[C@@]1(C)CCC#N	71	76	75	38	57	33	66	72	27
CCCCCCCCCOc1c(OC)cc(C2CC(=O)Nc3c2c(C)nn3-c2nc3ccccc3[nH]2)cc1OC (stereo not given)	10	4.5*	-33*	-31*	-29*	-38*	-95*	-71*	0.6*
O=C(CN1CCN(c2cc3c(cc2F)c(=O)c(C(=O)N/N=C/c2ccc(Cl)cc2)cn3C2CC2)CC1)N/N=C\c1ccc(Cl)cc1	113	100	84	93	107	101	64	93	96
C=CC(CO)N(CC)CC (stereo not given)	103	97	100	101	103	95	90	99	102
Cc1ccccc1Nc1nc(N)[nH]c(=O)c1N=O	110	114	97	101	102	103	79	112	110
CN1C(=O)N2CN3CCCN(C3)CN3C(=S)NC1C23 (stereo not given)	103	108	98	103	101	95	99	102	106
O=C(N/N=C/c1ccc(Cl)cc1)c1cc(-c2nc3ccccc3[nH]2)nc2ccccc12	100	90	100	95	101	94	85	98	102
Cc1ccccc1NC(=O)CN1CCc2nc3sc(C(=O)Nc4ccccc4C)c(N)c3cc2C1	96[8 µM]	97[8 µM]	104[8 µM]	91[8 µM]	109[8 µM]	94[8 µM]	79[8 µM]	91[8 µM]	96[8 µM]
CC(C)C(N)CO (stereo not given)	106	111	101	99	102	98	86	114	107
Cc1ccc(CC(N)C(=O)O)c(C)c1 (stereo not given)	109	88	103	101	96	86	96	98	85
O=C(CCC(=O)c1nc2ncccc2[nH]1)NN1C(=O)CSC1c1ccc(Cl)cc1 (stereo not given)	112	126	97	102	81	96	71	101	86
CC(C)Sc1nc(-c2ccc(Br)cc2)c(C#N)c(N2CCCCC2)n1	121	nt	94	96	102	95	95	83	100
CN1C(=O)CCS(=O)(=O)C1c1ccc(Cl)c(Cl)c1 (stereo not given)	109	102	101	100	101	105	100	99	104
CCn1c2ccc(/C=N/OCCCN(C)C)cc2c2cc(/C=N/OCCCN(C)C)ccc21	-49*	132	64	-13*	-47*	-59*	-90*	-42*	-72*
COc1ccc(/C(=N/NS(=O)(=O)c2ccc([N+](=O)[O-])cc2)C2COC(=O)C2)cc1OC (stereo not given)	110	96	97	103	87	92	81	103	106

A portion of the results above, for reference:
SMILES	HCC-2998	TK-10	SN12C	HCT-15	SW-620	HT29	UO-31	786-0	HCT-116
C=C(C)[C@@H]1CC[C@]2(C)[C@H](CC=C3[C@@H]4C[C@](C)(C(=O)N5CCN(C)CC5)CC[C@]4(C)CC[C@]32C)[C@@]1(C)CCC#N	71	76	75	38	57	33	66	72	27
CCCCCCCCCOc1c(OC)cc(C2CC(=O)Nc3c2c(C)nn3-c2nc3ccccc3[nH]2)cc1OC (stereo not given)	10	4.5*	-33*	-31*	-29*	-38*	-95*	-71*	0.6*
O=C(CN1CCN(c2cc3c(cc2F)c(=O)c(C(=O)N/N=C/c2ccc(Cl)cc2)cn3C2CC2)CC1)N/N=C\c1ccc(Cl)cc1	113	100	84	93	107	101	64	93	96
C=CC(CO)N(CC)CC (stereo not given)	103	97	100	101	103	95	90	99	102
Cc1ccccc1Nc1nc(N)[nH]c(=O)c1N=O	110	114	97	101	102	103	79	112	110
CN1C(=O)N2CN3CCCN(C3)CN3C(=S)NC1C23 (stereo not given)	103	108	98	103	101	95	99	102	106

Following part:
SMILES	HCC-2998	TK-10	SN12C	HCT-15	SW-620	HT29	UO-31	786-0	HCT-116
O=C1/C(=C/c2ccc(Cl)cc2Cl)CN(S(=O)(=O)c2ccccc2)C/C1=C\c1ccc(Cl)cc1Cl	-15*	-22*	-47*	-15*	-15*	-27*	-61*	-81*	-84*
CCCC(=O)OP(=O)(O)OC(=O)CCC	99	102	100	93	101	93	94	106	105
COc1cc(CNC(=O)Cc2ccccc2)ccc1OCc1cn(-c2cccc(C(F)(F)F)c2)nn1	90	89	90	93	102	100	97	87	82
NNC(=O)c1c(Nc2ccccc2)nn(CC(O)c2ccccc2)c1N (stereo not given)	103	99	100	95	102	101	80	104	97
O=C1Nc2ccccc2/C1=N/N1C(=O)CN(c2cccc(C(F)(F)F)c2)C1=O	103	110	90	91	91	101	69	106	89
Cc1ccc(-n2cc(C(=O)c3cc4c(ccc5ccccc54)oc3=O)c(C(=O)c3cc4ccccc4o3)n2)cc1	100	119	89	88	95	95	59	99	92
CC1=C(NCCN2CCOCC2)C(=O)c2c(OCc3ccccc3)cccc2C1=O	115	110	100	94	98	102	74	97	102
c1ccc(CN2CCC(N3CCCC3)CC2)cc1	99	105	97	100	103	107	82	99	97
CN(C)c1ccc(/C=C/c2ccnc3ccccc23)cc1N	104	75	71	60	78	59	45	86	49
NS(=O)(=O)c1ccc(-n2nccc2-c2cc3cc(Br)ccc3oc2=O)cc1	111	128	105	110	102	106	81	98	101
Cc1occc1C(=O)NN1C(=O)/C(=C/C=C/c2ccc([N+](=O)[O-])o2)SC1=S	-75*	-50*	-88*	-75*	-43*	-57*	-96*	-70*	-73*
COc1cc(C(=O)/C=C/c2c(C(F)(F)F)nc3ccccn23)cc(OC)c1OC	-97*	11	3.9*	-44*	-30*	-56*	-71*	-61*	-84*
CCOC(=O)c1cnc2ccc(Cl)cc2c1NCCCN(C)C	-13*	34	18	26	15	27	-23*	8.1*	12
CC1(C)[C@H]2C[C@]34CCCN3C(=O)[C@@]2(C[C@@]12Nc1ccccc1C2=O)NC4=O	104	nt	97	111	93	103	101	107	96
COc1ccc(-c2ccc(NNC(=S)Nc3ccccc3)nn2)cc1OC	105	95	98	106	105	111	83	99	95

The closing two compounds of the part above are carried over, then new ones follow.
SMILES	HCC-2998	TK-10	SN12C	HCT-15	SW-620	HT29	UO-31	786-0	HCT-116
CC1(C)[C@H]2C[C@]34CCCN3C(=O)[C@@]2(C[C@@]12Nc1ccccc1C2=O)NC4=O	104	nt	97	111	93	103	101	107	96
COc1ccc(-c2ccc(NNC(=S)Nc3ccccc3)nn2)cc1OC	105	95	98	106	105	111	83	99	95
CCN1c2nc3ccccc3nc2SC1Nc1ccccc1 (stereo not given)	107	110	99	98	104	111	82	107	101
CCOC(=O)C(Cc1ccc(OC)c(OC)c1C)(NC(C)=O)C(=O)OCC	116	104	96	115	101	96	76	104	97
CC1=NN(C(=O)c2cnc3nc[nH]n3c2=O)C(=O)C1	93	97	108	99	104	94	92	107	107
CCCCCCCC/C=C\CCCCCCCC(=O)OCCCCCCCCCCCCCCCCC	106&107	123&121	116&99	112&104	116	108&102	85&87	117&109	106&113
CCCn1c(NC(=O)c2cccc(C(N)=O)c2)nc2cc(CN3CCCCC3)ccc21	116	93	89	78	113	87	68	10.0*	5.9*
COCCOC(=O)CCCCCC1CCCCC1	99	97	108	109	103	105	91	108	103
COc1cc(/C=C/C(=O)c2cccc(-n3cc(-c4ccccc4)[nH]c3=O)c2)cc(OC)c1OC	-81*	-5.4*	10	0.1*	-29*	-72*	-45*	-63*	-90*
N#CCCN=Nc1c(O)[nH]c2ccc(Br)cc12	102	147	101	98	104	108	74	100	97
O=C(CSc1nc2ccccc2[nH]1)NCCO	114	106	99	105	109	101	96	100	101
Cn1c(=O)c2nc(NCc3ccccc3)sc2n(C)c1=O	114	108	109	96	111	103	80	107	107
COC(=O)C1CC(C(=O)OC)CC(C(=O)OC)C1 (stereo not given)	105	104	105	94	105	90	101	100	103
Nn1c(SCC(=O)Nc2ccc(Cl)cc2)nnc1-c1cc(F)c(Cl)cc1Cl	93	98	98	79	92	95	70	93	83
C/C(=N\N=C1/C(=O)Nc2ccc(Cl)cc21)c1ccc2c(c1)Nc1ccccc1S2	-48*	22	-16*	0.9*	-28*	-31*	18	-70*	-43*
CNC(=S)N/N=C(\C=N\NC(=S)NC)c1ccc(C)cc1	103	131	105	94	112	107	71	96	92
CC(C)C1=CCC(NC(=O)Nc2ccc(N=Cc3ccccc3O)cc2)C=C1 (stereo not given)	102	124	90	84	104	101	60	94	104
N#CC1(C#N)C(c2cc(=O)[nH]c(=O)[nH]2)OC23CCCCC2C1(C#N)C(=N)O3 (stereo not given)	116	113	93	96	97	110	88	103	99
CCCCOC(=O)c1ccccc1C(=O)c1ccccc1	101	107	88	100	99	nt	74	91	81
C#CCOC(=O)[C@]1(C)CCC[C@@]2(C)[C@H]1CC(C=O)=C1C=C(C(C)C)CC[C@@H]12	105	101	99	97	99	100	74	96	98
CCCCCCCCCCCCCCCC[N+](C)(C)CCCNS(=O)(=O)c1cccs1	117	111	99	107	104	106	86	96	101
CC(O)C(=O)O (stereo not given)	118&113	114&111	105&94	108&107	116&106	107&113	95&96	105&112	110&106
Cc1ccc([C@@H]2C[C@@H]3Cc4cc(OC(F)(F)F)ccc4N2O3)s1	93	102	91	96	105	94	99	101	103
COC(=O)[C@H]1CCCCN=Cc2c(O)c(O)c(C(C)C)c3cc(C)c(c(O)c23)-c2c(C)cc3c(C(C)C)c(O)c(O)c(c3c2O)C=N1	109	89	102	98	100	100	93	95	103
O=C1N(Cl)C(=O)C(c2ccc(Cl)cc2)(c2ccc(Cl)cc2)N1Cl	111	118	98	98	116	100	87	98	86
Cc1sc2nc(N3CCCCC3)[nH]c(=O)c2c1C	98	106	99	103	96	89	96	94	93
C[C@@H](Oc1cc(-c2cnn(C3CC4(CNC4)C3)c2)cnc1N)c1c(Cl)ccc(F)c1Cl	57	nt	23	35	24	-12*	52	53	17
Cc1noc2cccc(O)c12	103	122	103	111	99	97	71	106	101
O=C(CCBr)N1CCN(C(=O)CCBr)CC1	127	107	79	95	117	95	78	100	93
CCCCCc1ccc(S(=O)(=O)Nc2cccc(-c3csc(N4CCN(CCO)CC4)n3)c2)cc1	72	88	82	66	89	53	54	85	80
COc1cc(C)c2c(=O)c3c(oc2c1)C(=O)c1c(O)c(OC)cc(O)c1C3=O	1.7*	24	17	5.5*	17	68	0.8*	20	7.6*
CN(C)CCN1c2ccccc2Oc2ccccc21	90	87	nt	97	104	81	90	77	58
C=C1C(=O)O[C@@H]2[C@H]3[C@H](COC(=O)CC(C)C)[C@@H](OC(C)=O)C[C@H]3C(=C)[C@@H](O)C[C@@H]12	117	61	62	73	42	69	67	70	48
CCOC(=O)[C@]1(C)C(=O)N2c3cc(O)cc4c3[C@H](C(C)=C[C@@]2(CC)C1=O)[C@@H](C)[C@@H]4O[C@H]1CC[C@@H](O)[C@@H](C)O1	98	94	95	93	96	98	80	87	86
CCCCCCCC(CO)CO	112	94	98	103	105	97	96	99	97
[O-][n+]1onc(-c2ccccc2)c1COc1ccc(Nc2ncnc3c2cnn3-c2ccccc2)cc1	106	103	97	54	106	96	94	103	93
CC[C@H](Nc1ncnc2nc[nH]c12)c1nc(CCCCCC(=O)OC)c2ccccc2n1	101	101	100	100	98	96	92	87	81
COc1cccc(/C=C/C(=O)c2ccc(NC(=O)c3cc4cc5ccccc5nc4s3)cc2)c1	100	82	94	100	104	102	74	102	91
Cc1nc2sc(C(=O)Nc3ccc(F)c(Cl)c3)c(N)c2c(C)c1Br	96	115	102	103	103	99	61	99	92
COC(=O)C(Cc1ccc(O)cc1)n1cc(COc2nc(Cl)nc(Nc3ccc(N4CCOCC4=O)cc3)n2)nn1 (stereo not given)	108	99	97	102	99	110	80	98	101
O/N=C1/CCSc2ccccc21	99	117	100	97	107	97	77	93	93
O=C(NC(=S)Nc1cccc(O)c1)c1ccco1	98	139	100	103	118	96	91	93	106
COc1ccc(C(=O)n2nc(CC(=O)NCCc3ccccc3)nc2N)cc1	104	100	101	110	108	99	79	99	103
COC(=O)CCCCCC[C@@H]1[C@@H](/C=N/NC(=O)c2ccncc2)[C@H](OC(=O)c2ccccc2)C[C@@H]1O	99	98	93	99	96	88	84	103	87
COc1ccc(-c2nc(SCCC(C)C)nc(NC3CC3)c2C#N)cc1	109&104	103&104	90&78	92&93	124&98	73&65	83&71	97&91	80&60
COc1ccc(-c2cc(-c3nnc(SC/C(=N/O)c4ccccc4)o3)c3ccccc3n2)cc1OC	97	77	93	74	104	82	66	87	76
CN(C)CCOC(=O)C(C)(C)C	110	102	102	101	92	100	90	110	103
O=C/C(=C/c1ccccc1)c1ccccc1	101&106	100&94	100&102	110&89	110&112	104&99	87&88	97&96	103&97
NS(=O)(=O)c1ccc(C(=O)NN2C(=O)C3C(C2=O)C2(Cl)C(Cl)=C(Cl)C3(Cl)C2(Cl)Cl)cc1 (stereo not given)	103	95	105	95	102	100	95	103	105
COc1ccc(S(=O)(=O)Nc2cc(/C=C\c3cc(OC)c(OC)c(OC)c3)cc(OC)c2OC)cc1OC	21	73	45	24	25	14	41	18	16
O=S(=O)(NCCCNc1cc(-c2cn(-c3ccccc3)nc2-c2cccc(O)c2)ccn1)c1ccccc1	22	63	69	9.9*	25	15	38	13	40
COc1ccc(C(=O)N2CCN(C(=O)c3cc(OC)c(OC)c(OC)c3)CC2)cc1OCCCN1C(=O)c2cccc3cccc(c23)C1=O	111	96	96	98	103	97	73	90	105
NC(=O)NCCO	102	97	101	109	103	100	94	107	109
COc1ccc(NC(=O)C2CC3C=CC2C3)c([N+](=O)[O-])c1 (stereo not given)	103	109	92	97	110	101	92	123	120
Cc1[nH]c(-c2cccc(N)c2)c2c1C(=O)CCCC2	80	41	73	62	83	57	32	62	70
COc1ccc(-c2nc(Nc3nc4ccccc4o3)nc3c2C(=O)CC(C)(C)C3)c(O)c1	92	105	101	104	102	103	97	96	95
CCCCCCCCOC(=O)c1ccccn1	nt	102	96	97	98	96	nt	nt	94
C#CC1(NC(=S)Nc2cccc(OC)c2)CCCCC1	108	94	100	101	106	99	86	119	112
CCOC(=O)C(C)(N)Cc1ccc(O)c(O)c1 (stereo not given)	nt	114	94	95	101	98	72	99	94
COc1cccc(/C=C(\C#N)C(=O)c2ccccc2)c1	104	102	95	109	117	98	101	104	107
Clc1ccc2c(c1)nnn1c3ncccc3c(Br)c21	108	79	92	101	79	94	59	57	68

Screening results: PubChem BioAssay, NCI
